# High-throughput results as filed in PubChem BioAssay.
# BioA inh: blocks M. tuberculosis BioA enzyme activity; purified M. tuberculosis BioA enzyme, plate reader; inhibition, % at 9.99 µM; 0.096% of 360,000 active; in the data active means inhibition above about 40%
# GDH-TPI inh: counter-screen for M. tuberculosis FBA inhibitors: GDH-TPI coupled enzymes; AID 588335; 1.2% of 360,000 active; GDH-TPI coupled enzyme counterscreen, NADH absorbance; inhibition, % at 4.8 µM; in the data active means inhibition above about 30%;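 further: 0% = DMSO wells and 100% = wells lacking the enzyme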
# FadD28 FP inh: M. tuberculosis FadD28 bisubstrate binding inhibition; FadD28 bisubstrate probe binding, fluorescence polarization; inhibition, % at 12.5 µM; 0.22% of 360,000 active; AID 588549; in the data active means inhibition above about 8.5%, passing the limit was not always enough
# TcdB inh: inhibitors of Clostridioides difficile toxin B glycohydrolase; AID 652162; P18177; inhibition, % at 9.99 µM; 0.24% of 350,000 active; TcdB glycohydrolase enzymatic assay, plate reader; in the data active means inhibition above about 10%
# Y pestis TopoI: blocks Yersinia pestis topoisomerase I activity | activity, % at 10 µM | 0.064% of 360,000 active | Y. pestis Topo-I cleavage product accumulation, plate reader; in the data active means activity above about 50%, passing the limit was not always enough; further: inactives centre near 2
# UGM FP inh: Mtb UDP-galactopyranose mutase inhibition. P9WIQ1. purified UGM, fluorescence polarization probe displacement. inhibition, % at 10 µM. 0.06% of 320,000 active. AID 504406; in the data active means inhibition above about 10%, passing the limit was not always enough
# Target sequence (P9WIQ1 whole entry, looked up): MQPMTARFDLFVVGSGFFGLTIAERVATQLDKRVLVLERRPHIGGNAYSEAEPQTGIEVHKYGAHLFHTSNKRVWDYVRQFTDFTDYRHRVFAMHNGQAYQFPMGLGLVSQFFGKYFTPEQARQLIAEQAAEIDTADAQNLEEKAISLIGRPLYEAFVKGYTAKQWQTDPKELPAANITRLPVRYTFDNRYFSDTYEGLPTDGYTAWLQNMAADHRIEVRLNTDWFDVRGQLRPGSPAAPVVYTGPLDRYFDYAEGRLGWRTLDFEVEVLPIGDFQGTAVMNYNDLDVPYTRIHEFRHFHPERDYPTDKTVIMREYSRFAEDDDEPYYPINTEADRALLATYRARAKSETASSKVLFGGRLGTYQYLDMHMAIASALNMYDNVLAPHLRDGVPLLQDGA
# PfHsp40 rescue: compounds rescuing yeast from Plasmodium falciparum HSP40 toxicity | S. cerevisiae expressing PfHsp40, growth rescue, ATP luminescence | growth rescue, % at 12.5 µM | 0.68% of 340,000 active | AID 504582; in the data active means growth rescue above about 28%, passing the limit was not always enough;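 further: yeast W303a lacking pdr1 and pdr3 grown in galactose medium; growth measured after three days at 30 °C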
# Vc quorum ag: quorum light induction in luxS cqsA deficient V. cholerae. V. cholerae BH1578 lux reporter, luminescence, 6 h. 0.16% of 350,000 active. activation, % at 18.7 µM; in the data active means activation mostly above about 9.7%, no sharp cut-off; further: not every result past the cut was called active; inactives centre near 0; reference of the scale not given here
# Mtb FBA inh: inhibits M. tuberculosis FBA enzyme; P9WQA3; purified M. tuberculosis FBA, fluorescence read-out; inhibition, % at 1 µM; 2.3% of 360,000 active; AID 588726; in the data active means inhibition above about 27%;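 further: 0% = vehicle and 100% = reference inhibitor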
# Target sequence (P9WQA3 whole entry, looked up): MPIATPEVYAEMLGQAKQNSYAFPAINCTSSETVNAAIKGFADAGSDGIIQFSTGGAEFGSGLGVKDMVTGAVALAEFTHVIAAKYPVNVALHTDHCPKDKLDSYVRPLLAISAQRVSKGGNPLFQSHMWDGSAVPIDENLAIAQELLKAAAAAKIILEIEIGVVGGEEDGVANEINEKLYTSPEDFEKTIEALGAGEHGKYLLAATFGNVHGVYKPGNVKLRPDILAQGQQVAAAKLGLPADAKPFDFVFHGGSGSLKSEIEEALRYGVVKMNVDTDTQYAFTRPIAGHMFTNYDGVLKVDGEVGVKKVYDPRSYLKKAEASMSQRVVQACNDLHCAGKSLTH
# * marks the source's active call; other numbers are inactive results; i = inactive; · = not tested or not shown; & = joins results of further samples.
entry	Structure	BioA inh	GDH-TPI inh	FadD28 FP inh	TcdB inh	Y pestis TopoI
1	COc1ccc(CN2CCN(CC(O)Cn3c4ccccc4c4ccccc43)CC2)cc1 (stereo unspecified)	·	9	-2.9	1.1	-1
2	CN(C)Cc1c(O)ccc2c(-c3ccccc3)cc(=O)oc12	·	3	-1.3	1.5	-14
3	COc1ccc(NS(=O)(=O)c2ccc(Cl)s2)cn1	·	4	0.9	1.4	-1
4	NC(=O)c1cn(-c2ccccc2)nc1-c1cccnc1	1.6	-3	-3.9	·	-2
5	COc1ccc(CCNCC(O)COc2cccc(Br)c2)cc1OC (stereo unspecified)	2.2	6	-3.4	-0.2	4
6	CCOC(=O)c1cc(-c2ccco2)nc2c1c(C)nn2-c1ccccc1	-0.3	21	-0.9	·	5
7	COc1ccc(N=C2SC(C(=O)Nc3ccc(F)cc3)CC(=O)N2C)cc1 (stereo unspecified)	·	0	-1.6	1.7	-3
8	COC(=O)c1c(-c2ccccc2OC)sc2ccc(OC)cc12	1.1	18	-11	0.3	4
9	O=C(C1CCCN(Cc2ccncc2)C1)N1CCc2ccccc2C1 (stereo unspecified)	1.1	8	-0.8	·	1
10	Cc1cc(C(=O)N/N=C/c2cccn2C)no1	·	31*	-1.3	-0.3	-2

entry	UGM FP inh	PfHsp40 rescue	Vc quorum ag	Mtb FBA inh
1	1.7	0.9	-0.7	0
2	-1.8	0.4	i	10
3	4.0	-0.1	-0.3	0
4	-1.8	1.7	-3.2	2
5	-2.9	-0.5	-0.5	0
6	0.9	-1.0	i	11
7	2.3	1.9	-1.1	0
8	-3.2	2.2	1.1	5
9	0.0	0.5	-0.6	-1
10	1.1	-0.7	-0.3	0

# The results go on:
entry	Structure	BioA inh	GDH-TPI inh	FadD28 FP inh	TcdB inh	Y pestis TopoI
11	Cc1ccc(CC(=O)NCCCn2ccnc2)cc1	·	8	0.3	0.6	-5
12	C[C@]12CC[C@@H](O)CC1=CCC1C2CC[C@@]2(C)C1CC[C@@H]2O (stereo partly specified)	-1.7	15	0.2	0.5	-7
13	COC(=O)CC1=NN(c2ccc(OC)cc2)C(=O)/C1=C\c1ccc(Cl)cc1	·	-5	-3.2	1.2	0
14	CSc1ccc(/C=C(\C#N)C(=O)Nc2cccc(C)c2)cc1	0.4	5	-0.4	0.5	2
15	Cc1[nH]c(=S)c(C#N)c2c1CCCC2	·	16	-1.0	3.3	0
16	COc1ccccc1-[n+]1c(C)cc(/C=C2\Sc3ccccc3N2C)cc1C	29	14	-4.6	4.9	3
17	N#Cc1ccc(C(c2nnnn2C2CCCC2)N2CCC(Cc3ccccc3)CC2)cc1 (stereo unspecified)	-0.3	11	-2.0	·	40
18	Cc1ccc(NC(=O)/C(=C/c2cccc([N+](=O)[O-])c2)NC(=O)C2CCCCC2)cc1	-0.2	8	-2.2	1.6	2
19	COc1ccc(NC(=O)CSCC(=O)Nc2ccccc2N2CCCC2)cc1	2.2	2	0.2	1.2	3
20	CCC1=NN(C(=O)CCc2ccccc2)C(O)(C(F)(F)F)C1 (stereo unspecified)	-0.4	6	0.9	0.6	7

entry	UGM FP inh	PfHsp40 rescue	Vc quorum ag	Mtb FBA inh
11	·	-0.6	-0.7	-2
12	·	·	-0.7	6
13	0.3	4.3	-0.6	-2
14	-0.2	0.1	-0.2	1
15	-0.2	-0.2	-0.4	2
16	1.6	-1.4	i	-39
17	-0.5	1.0	7.5	0
18	-2.4	-1.8	-0.5	2
19	0.2	0.5	-1.5	-2
20	-0.8	-1.4	-0.4	2

# Next part:
entry	Structure	BioA inh	GDH-TPI inh	FadD28 FP inh	TcdB inh	Y pestis TopoI
21	COc1cccc(NC(=O)C2(C)CCN2C(=O)C2CCCCC2)c1 (stereo unspecified)	-0.2	-8	-2.2	0.3	6
22	CCC(=O)N/N=C(\C)CC(=O)Nc1ccc(Cl)cc1	·	0	-2.0	-0.2	3
23	O=c1[nH]cc(-c2ccccc2)c(=O)[nH]1	-1.5	8	-0.4	1.1	-1
24	COc1ccc(OC)c(NC(=O)CCCN2C(=O)C3C4C=CC(C4)C3C2=O)c1 (stereo unspecified)	-1.3	-15	-4.3	·	4
25	CCc1nnc(NS(=O)(=O)c2ccc(NC(=S)NC(=O)c3cccnc3)cc2)s1	·	3	-3.2	-0.1	0
26	O=C(O)c1ccc(S(=O)(=O)NN=Cc2c[nH]c3ccccc23)cc1	·	18	-1.1	-1.9	0
27	O=S(=O)(c1ccccc1)c1cnc(-c2ccccc2)nc1N1CCCCC1	·	-2	-4.3	-0.8	22
28	Cc1nn(C)c(Sc2ccccc2N)c1[N+](=O)[O-]	0.3	-3	-3.9	0.5	0
29	Cc1cccc(NC(=O)Cc2cccs2)n1	-0.4	8	-0.9	·	4
30	O=C(CN1C(=O)NC2(CCCC2)C1=O)NNC(=O)c1ccccc1F	-1.3	5	0.0	-0.5	3

entry	UGM FP inh	PfHsp40 rescue	Vc quorum ag	Mtb FBA inh
21	·	·	1.3	0
22	0.3	-2.2	-0.7	-3
23	1.4	-0.7	0.6	1
24	2.1	-0.9	7.7	-7
25	1.1	0.5	0.1	4
26	·	·	i	-2
27	0.6	7.6	-0.3	-1
28	3.1	-1.4	-5.6	-2
29	0.4	0.8	-0.3	-1
30	0.4	-0.6	0.2	2

# 3 entries from above, sorted by molecular weight, largest number first.
entry	Structure	BioA inh	GDH-TPI inh	FadD28 FP inh	TcdB inh	Y pestis TopoI
17	N#Cc1ccc(C(c2nnnn2C2CCCC2)N2CCC(Cc3ccccc3)CC2)cc1 (stereo unspecified)	-0.3	11	-2.0	·	40
30	O=C(CN1C(=O)NC2(CCCC2)C1=O)NNC(=O)c1ccccc1F	-1.3	5	0.0	-0.5	3
12	C[C@]12CC[C@@H](O)CC1=CCC1C2CC[C@@]2(C)C1CC[C@@H]2O (stereo partly specified)	-1.7	15	0.2	0.5	-7

entry	UGM FP inh	PfHsp40 rescue	Vc quorum ag	Mtb FBA inh
17	-0.5	1.0	7.5	0
30	0.4	-0.6	0.2	2
12	·	·	-0.7	6

# Going on with the list.
entry	Structure	BioA inh	GDH-TPI inh	FadD28 FP inh	TcdB inh	Y pestis TopoI
31	CCOC(=O)c1c(/N=C/C2C(=O)CCCC2=O)sc2c1CCCC2	·	8	-2.1	1.1	-3
32	Cc1cc(C(=O)NNC(=O)Nc2cccc(C(F)(F)F)c2)no1	·	9	-0.2	2.2	-4
33	CCOC(=O)Cc1csc(SCC(=O)Nc2oc(C)c3c(C)n[nH]c(=O)c23)n1	-1.2	9	0.1	-0.2	0
34	O=C(c1ccccc1)N1CCC2(CC1)NCCc1[nH]cnc12	-2.1	2	-1.0	0.0	4
35	CC(=O)C1C(c2ccc(F)cc2)C2C(C)=NN=C2CC1(C)O (stereo unspecified)	·	-3	-2.9	0.8	-1
36	c1ccc2oc(N3CCNCC3)nc2c1	0.2	-9	-3.1	·	-9
37	CSc1nc(N)nc2c1ncn2Cc1ccccc1	1.5	3	-1.4	1.4	0
38	CCOC(=O)Cc1nn[nH]n1	·	0	0.3	-0.8	4
39	CCn1cc(CN2CCCC(C(=O)Nc3ccc(-c4cscn4)cc3)C2)cn1 (stereo unspecified)	-0.9	2	-1.9	2.7	-1
40	C[C@H](CO)N1C[C@H](C)[C@@H](CN(C)S(=O)(=O)c2cn(C)cn2)OCc2cnnn2CCCC1=O	0.3&0.3	9	-0.4	0.8&0.0	0

entry	UGM FP inh	PfHsp40 rescue	Vc quorum ag	Mtb FBA inh
31	2.9	-1.8	-0.2	4
32	1.1	-1.8	-0.2	4
33	-0.1	-1.6	i	5
34	2.8	-1.0	-5.8	-2
35	1.5	-1.1	i	-7
36	0.6	-0.6	·	-7
37	·	1.1	i	5
38	-0.5	0.3	i	4
39	1.3	0.6	-0.4	0
40	·	·	i	4

# (further entries)
entry	Structure	BioA inh	GDH-TPI inh	FadD28 FP inh	TcdB inh	Y pestis TopoI
41	CCOC(=O)c1c(C)n(C)c2cc(Br)c(C(=O)OC)cc12	0.0	-8	-1.6	·	0
42	O=C(Cc1ccccc1)NCC(=O)Nc1cc(Cl)ccc1Cl	-0.6	1	·	1.2	8
43	COc1ccc(N2C(=O)S[C@@H]3CS(=O)(=O)C[C@@H]32)cc1	0.1	-8	-1.5	·	3
44	O=C(CC1C(=O)NCCN1Cc1cccc(Oc2ccccc2)c1)NCc1cccnc1 (stereo unspecified)	2.8	-6	-5.4	-5.4	19
45	CC1CCN(C(=O)C2c3ccccc3C(=O)N3CCc4ccccc4C23)CC1 (stereo unspecified)	11	0	-0.8	·	20
46	COc1ccccc1CNS(=O)(=O)c1cc(CN2C(=O)c3cccnc3C2=O)ccc1OC	0.2	0	-1.8	1.2	12
47	Cc1ccc(NC(=S)N2CCOCC2)c(C)c1	-1.8	4	-0.8	·	5
48	CC(C)(C)NC(=O)NC(=O)CN1CCC(Cc2ccccc2)CC1	·	4	-0.9	0.7	7
49	O=C(c1ccccn1)N1CCCC(N2CCN(c3ccc(F)cc3)CC2)C1 (stereo unspecified)	-1.7	1	-2.5	-1.6	-5
50	CSc1ccc(CN(C)CC(=O)Nc2c(F)cccc2F)cc1	-3.1	-1	-0.7	-0.2	11

entry	UGM FP inh	PfHsp40 rescue	Vc quorum ag	Mtb FBA inh
41	-0.3	-0.6	i	2
42	·	-0.6	0.2	1
43	0.6	-3.1	1.4	1
44	0.3	-1.0	i	0
45	-2.1	2.4	-0.2	1
46	1.3	0.9	0.9	-3
47	-0.2	-1.5	0.4	5
48	-3.5	-1.2	-0.5	1
49	1.6	1.2	-0.2	2
50	4.3	0.3	-0.6	-3

# Further compounds.
entry	Structure	BioA inh	GDH-TPI inh	FadD28 FP inh	TcdB inh	Y pestis TopoI
51	COc1ccc(C2c3c(ccc4ccccc34)Oc3ncn4nc(-c5ccco5)nc4c32)cc1 (stereo unspecified)	0.1	5	-1.2	·	-2
52	O=C(CCN1C(=O)C2CCCCC2C1=O)Nc1ccc(Br)cc1F (stereo unspecified)	-0.1	15	0.5	-1.6	-7
53	O=C1CCCCN1CCc1c[nH]c2ccccc12	0.4	1	1.1	·	-6
54	O=C(c1ccccc1Nc1ccc(SC(F)F)cc1)N1CCCCCC1	-0.9	9	0.9	·	-3
55	Cc1cc(SC(C)C(=O)O)nc2ccccc12 (stereo unspecified)	·	-6	-2.3	1.7	3
56	COc1ccc(C(=O)NC(NC(=O)c2ccc(OC)cc2)c2ccccc2F)cc1	-1.8	-1	-0.7	0.7	1
57	CN1CCN(CCc2nc3cc(NC(=O)c4ccco4)ccc3n2C)CC1	-0.5	5	-1.2	1.0	-3
58	COc1ccc(C(=O)NNC(=O)CSc2nnc(C)n2C)cc1	-1.4	-3	0.9	-5.9	1
59	CCN(CC)C(=O)C1=C(C)Nc2nc3ccccc3n2C1c1cccc(OC)c1 (stereo unspecified)	·	-9	-0.9	·	13
60	Nc1cccc(-c2ccc(CO)o2)c1	-0.4	-6	-2.7	0.4	-4

entry	UGM FP inh	PfHsp40 rescue	Vc quorum ag	Mtb FBA inh
51	0.5	-1.0	i	1
52	3.1	0.4	i	4
53	-1.2	0.2	-0.6	0
54	-0.8	2.3	i	-5
55	0.4	0.2	i	-4
56	6.2	-0.1	-0.2	2
57	-2.0	-0.8	i	1
58	3.2	-0.5	-0.3	2
59	-1.5	4.4	-1.4	2
60	-1.8	0.8	i	21

# (list continues)
entry	Structure	BioA inh	GDH-TPI inh	FadD28 FP inh	TcdB inh	Y pestis TopoI
61	CON(c1nc(N(C)C)nc(N(C)C)n1)S(=O)(=O)c1ccccc1Cl	0.1	14	-2.2	·	0
62	CCO[C@@H]1OC(C(=O)NC2CC2)=C[C@H](c2c[nH]c3ccccc23)[C@H]1CCCO	-1.3	-3	-1.1	·	7
63	COc1cc(CNc2ncc(-c3ccc(Br)cc3)n2C)cc(OC)c1O	4.4	-2	-4.0	-18	-1
64	CCS(=O)(=O)N1CCN(C(=O)c2cc(OC)cc(OC)c2)CC1	-1.3	3	0.1	0.1	8
65	CC1(C2CC2)NC(=O)N(CC(=O)Nc2ccccc2C#N)C1=O (stereo unspecified)	·	-9	-3.9	2.2	4
66	COc1cc(/C=C2\SC(=S)N(N3CCOCC3)C2=O)ccc1O	·	9	-0.7	1.4	-11
67	Cc1nc2cc(S(=O)(=O)C(F)(F)F)ccc2s1	-0.4	-2	-4.7	·	1

entry	UGM FP inh	PfHsp40 rescue	Vc quorum ag	Mtb FBA inh
61	1.8	0.4	i	4
62	3.0	0.2	0.7	1
63	1.4	-2.1	-0.2	0
64	0.4	-1.1	-3.6	0
65	·	-0.6	i	1
66	-2.9	-0.3	i	-1
67	-1.2	0.5	i	2
